TDP1 cell CPT – DT40-hTDP1 cell growth loss with CPT; chicken DT40 Tdp1-/-;hTDP1 cells + 20 nM CPT, ATP luminescence, 48 h; Potency, µM (titrated, usually from 46.2 µM), for inactives: at the top dose activity change, negative = growth inhibition, actives largely listed as inhibitors; 420,000 compounds, 12% hits; also: nearly all actives have a fitted effect of over 55% in size
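Cell growth measured by CellTiter-Glo luminescence after a minimum 48 h, 37 C compound exposure with 20 nM CPT in Tdp1-knockout DT40 cells stably expressing hTDP1, seeded 400/well; qHTS titration format.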
N370S GC mod – inhibits or activates N370S mutant glucocerebrosidase; P04062; N370S GC spleen homogenate, 4MU-glucoside fluorescence; Potency, µM (series often up to 59.4 µM), without a hit: at the top dose activity change, negative = inhibition, hits mostly inhibitors; 330,000 compounds, 0.092% hits;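 also: 0% = full enzyme activity and -100% = no enzyme basal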
FEN1 inhibitor – inhibitors of human flap endonuclease 1. Recombinant FEN1 flap cleavage, fluorescence, 15 min. Potency, µM (titrated, usually from 114 µM), for the others: top-dose activity change, negative = inhibition, usual class: inhibitors. P39748. 390,000 compounds, 0.35% hits; also: nearly all actives have a fitted effect of over 65% in size
Target sequence (P39748 whole entry, looked up): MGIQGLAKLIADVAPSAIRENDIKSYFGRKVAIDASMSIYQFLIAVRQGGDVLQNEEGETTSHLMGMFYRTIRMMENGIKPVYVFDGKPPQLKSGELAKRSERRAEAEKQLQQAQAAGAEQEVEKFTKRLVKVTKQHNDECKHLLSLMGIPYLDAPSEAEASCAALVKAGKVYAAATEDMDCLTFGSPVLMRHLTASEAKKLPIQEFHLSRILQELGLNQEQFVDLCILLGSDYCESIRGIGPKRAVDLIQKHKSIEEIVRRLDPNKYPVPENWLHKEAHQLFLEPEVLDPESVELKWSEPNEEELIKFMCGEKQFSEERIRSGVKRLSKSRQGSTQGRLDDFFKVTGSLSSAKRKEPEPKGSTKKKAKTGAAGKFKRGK
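Quantitative HTS format: each compound was titrated, incubated with 10 nM nuclease for 15 min at room temperature, then challenged with flap substrate at 50 nM final. Signal change over 15 min gave concentration–effect curves.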
An asterisk follows results filed as active; ? = inconclusive; · = not tested or not shown; [ ] = dose if it differs, or a comment. Calls follow the shape of the dose curve; as a rule, active = well fitted curve in the direction sought with a large enough effect; inconclusive = small, poorly fitted or top-dose-only effect, or another doubt; inactive = no such curve, though single readings can be large; an effect the other way counts as inactive or inconclusive. Unless noted, % is scaled to controls: 0 for no effect and ±100 for the full control effect; potency is read from the fitted curve at half-maximal effect. Not all compounds are listed (hit frequency here may not be typical).

SMILES | TDP1 cell CPT | N370S GC mod | FEN1 inhibitor
CN(CCOc1ccc(Cl)cc1)C(=O)CN1C(=O)NC2(CCCCC2)C1=O | ? | -20.2% | 2.9%
COc1ccc(C(=O)C(Sc2nnc(C)c(=O)[nH]2)c2ccc(OC)cc2)cc1 (stereo not drawn) | -7.5% | 9.0% | -0.3%
O=c1c2ccccc2oc2nc(C3CCCCC3)n(Cc3ccco3)c(=O)c12 | ? | 3.5% | 4.4%
Cc1ccc(S(=O)(=O)C2CCN(c3nc(-c4cccs4)nc4ccccc34)CC2)cc1 | 11.2µM* | · | -2.1%
O=C1CCC(C(=O)NCc2ccc3c(c2)OCO3)N1 (stereo not drawn) | 10.6% | 3.4% | 2.3%
CCOC(=O)c1cc(-c2ccc(OC)cc2OC)nn1-c1ccc(C(=O)O)cc1 | -2.7% | 9.8% | 17.3%
CCC(=O)c1ccc(OCC(=O)Nc2ccc(N3CCOCC3)cc2N2CCOCC2)cc1 | -2.2% | 1.3% | 20.1%
Cc1ccc(C(=O)CSc2nnc(-c3ccccc3N)n2C)cc1C | -22.3% | -21.1% | 2.1%
Cn1c(=O)[nH]c(=O)c2c1nc(NCCCn1ccnc1)n2Cc1ccccc1 | ? | -3.5% | -2.6%
COc1cccc(CN2CCN(CC(=O)Nc3ccccc3Cl)CC2)c1 | ? | -12.3% | 11.5%
CCCCn1c2ccc(C)cc2c2nnc(SCCN3CCCCC3)nc21 | ? | -2.1% | -2.4%
COc1ccc(NC(=O)CSc2ncnc3c2cnn3Cc2ccccc2)cc1 | ? | 1.4% | 9.1%
C/C(=N\NC(=O)C1CCCN(S(=O)(=O)c2ccccc2)C1)c1ccncc1 (stereo not drawn) | -8.8% | -22.6% | -0.1%
CC1=CC2=NCC(O)CN2C=C1 (stereo not drawn) | -7.3% | 16.5%[12.8 µM] | -1.4%
Cc1cc(Nc2ccccc2C)nc(-n2nc(C)cc2C)n1 | 4.61µM* | · | -5.6%
CCOC(=O)c1ccc(P(=O)(c2ccccc2)c2ccccc2)cc1 | ? | 4.7% | 22.0%
CS(=O)(=O)Nc1ccc(N2CCCCC2)c(Cl)c1 | -4.8% | -10.4% | -7.7%
COC(=O)c1ccc(C)c(NC(=O)Cn2cnc3ccccc3c2=O)c1 | -0.8% | 3.9% | -1.3%
CCOC(=O)N1CCN(S(=O)(=O)c2ccc(C(=O)Nc3sc4c(c3C(N)=O)CC(C)(C)NC4(C)C)cc2)CC1 | -3.5% | -12.9% | -14.5%
COc1ccc(C(=O)Nc2ccc(S(=O)(=O)N3CCc4ccccc43)cc2)cc1 | 25.9µM* | · | -15.3%
CCc1ccccc1N1CN(Cc2cccnc2)CNC1=S | 4.3% | -7.0% | 3.1%
COCCn1c(=NC(=O)CSCC(=O)N2CCOCC2)sc2cc(C)ccc21 | -6.0% | -1.6% | 7.1%
CCCCNc1c(-c2ccc(SC(C)CC)cc2)nc2cnccn12 (stereo not drawn) | 9.2µM* | · | -22.0%
O=C(NCc1ccccc1F)c1ccncc1 | 19.4% | 3.9% | -0.2%
CCN(CC)S(=O)(=O)c1cccc2nsnc12 | -4.7% | 24.9% | 0.3%
CCN(CC)CCNC(=O)CS(=O)Cc1nc(-c2ccccc2Cl)oc1C (stereo not drawn) | -14.4% | -17.3% | 9.5%
COCCCNC(=S)N/N=C/c1ccc(O)cc1 | -3.4% | -17.9% | -15.2%
O=C(Nc1cc(F)ccc1F)C1CCN(S(=O)(=O)c2cccc3nonc23)CC1 | 9.8% | -2.1% | 10.9%
C#CCNC(=O)C1=C[C@@H](c2csc3ccccc23)C[C@@H](OCc2ccc(CO)cc2)O1 | 16.4µM* | 7.2% | -25.1%
COc1cccc(CNc2nc3ccccc3n2C(C)C)c1O | 20.6µM* | 2.0% | 0.9%
CCCN(CCC)S(=O)(=O)c1nc2nc(C)cc(C)n2n1 | -7.8% | -10.8% | 7.0%
Nc1c(C(=O)NCc2ccco2)c2nc3ccccc3nc2n1CCc1ccccc1F | 16.4µM* | ? | 12.0%
Nc1ccc(-c2nc3c(Cl)cc(N)cc3[nH]2)cc1 | 5.8µM* | 5.6% | ?
OC1=C(O)c2nc3cc(F)ccc3nc21 | 5.5% | -7.6% | -3.0%
O=C(NCCc1c[nH]c2ccccc12)C1CCCN(S(=O)(=O)c2ccccc2)C1 (stereo not drawn) | ? | 2.3% | 14.0%
Cc1ccccc1Cn1c(=O)n(CCC(=O)NCc2ccco2)c(=O)c2sccc21 | -4.5% | · | 14.9%
O=C(Nc1nc(=O)c2ccccc2s1)c1ccc(F)cc1 | -28.1% | -2.6% | 12.5%
COc1ccc(CNC(=O)C(C)OC(=O)Cn2cnc3c2c(=O)n(C)c(=O)n3C)cc1 (stereo not drawn) | -6.5% | 1.2% | 3.1%
Cc1cccc(Nc2nc(N)nc(-c3oc4ccccc4c3C)n2)c1 | ? | -13.7% | 3.8%
COc1ccc(C2C(C(=O)O)c3ccccc3C(=O)N2Cc2ccco2)cc1 (stereo not drawn) | -1.5% | 2.0% | 7.5%
COc1cc(-c2nc(S(=O)(=O)c3ccc(Br)cc3)c(N3CCOCC3)o2)cc(OC)c1OC | 11.6µM* | · | 0.6%
NC(=O)c1sc2nc(-c3cccs3)ccc2c1N | ? | -28.7% | -16.6%
Cc1cc(C)c(S(=O)(=O)Nc2ccc(-c3ccc(N4CCCCCC4)nn3)cc2)c(C)c1 | ? | · | -0.9%
O=C(c1cc2cc(C(F)(F)F)ccc2s1)N1CCOCC1 | 4.5% | -5.8% | 1.9%
O=C(CN1C(=O)NC2NC(=O)NC21)NC1CCCCC1 (stereo not drawn) | -4.7% | · | 1.6%
Cn1c(=O)c2c(nc(NCC3CCCO3)n2Cc2ccccc2)n(C)c1=O (stereo not drawn) | ? | 5.9% | -1.4%
CC(C)c1ccc(NC(=O)C2=NNC(=O)CC2)cc1 | 7.7% | -8.2% | 25.6%
CCCSCCCNC(=O)c1cc2c(s1)CS(=O)(=O)C2 | -9.8% | 5.4% | -1.8%
O=C(Nc1ccccc1)c1ccc(NCCN2CCOCC2)c(S(=O)(=O)N2CCOCC2)c1 | -6.6% | -2.8% | -6.3%
CCOC(=O)COc1ccc(C2NC(C(=O)O)CS2)cc1 (stereo not drawn) | 4.5% | 5.7% | -2.1%
Going on with the list.
SMILES | TDP1 cell CPT | N370S GC mod | FEN1 inhibitor
COc1cc(N)cc(NC(=O)c2ccncc2)c1 | 9.2% | 1.4% | 1.7%
C/C(=N\Nc1nncc2ccccc12)c1ccc(C(C)(C)C)cc1 | ? | 2.0% | -2.0%
Cc1ccc(N2CC(C(=O)Nc3c(C)n(C)n(-c4ccccc4)c3=O)CC2=O)cc1 (stereo not drawn) | -9.1% | -0.5% | -16.6%
O=C(CSc1nnc(Cc2cc(=O)[nH]c(=O)[nH]2)n1-c1ccccc1)NCC1CCCO1 (stereo not drawn) | -13.3% | 5.4% | 5.9%
CCCCn1c(=O)[nH]c(=O)c2c1nc(-c1ccc(C)c([N+](=O)[O-])c1)n2CC | ? | 2.9% | -2.4%
O=C(Nc1nccs1)c1cc([N+](=O)[O-])ccc1Cl | ? | -5.8% | -4.3%
CCn1nc(C(=O)Nc2cccc(C(F)(F)F)c2)c(Cl)c1Cl | -4.4% | 4.9% | -3.1%
NC(N)=NC(N)=Nc1ccc(SC(F)(F)F)cc1 | 10.3µM* | 1.4% | 10.1%
NS(=O)(=O)c1cccc(NC(=O)CSc2nnc(-c3ccccc3)o2)c1 | -1.3% | · | -2.8%
CN(C)C1(CNC(=O)COc2ccc(C(C)(C)C)cc2)CCCCC1 | ? | · | -2.0%
O=C(c1ccc([N+](=O)[O-])s1)N1CCc2ccccc21 | -20.7% | 2.6% | 9.2%
O=C(Nc1ccc(Cl)cc1)c1ccc2c(=O)n3c(nc2c1)CCCCC3 | ? | ? | -13.8%
CC1(C)CC(=O)C(C(c2ccc(Br)cc2)C2C(=O)CC(C)(C)CC2=O)C(=O)C1 | 25.4% | -9.4% | -5.7%
Cc1cccn2c(=O)c3cc(C(=O)NCCCn4ccnc4)n(C)c3nc12 | -13.2% | 26.1% | -5.6%
CCC(C)c1ccc(NC(=O)N2CCN(C(=O)C3CCCO3)CC2)cc1 (stereo not drawn) | 11.3% | -1.2% | -5.6%
Nc1c(-c2ccccc2)c(CSc2nc3ccccc3[nH]2)nn1-c1cccc(C(=O)O)c1 | 20.8% | -0.3% | -5.0%
Nc1nc(SCc2ccccn2)c2ncn(C3CCCC3)c2n1 | 0.6% | · | -6.5%
Cc1ccsc1CNCC(O)c1ccccc1 (stereo not drawn) | -24.4% | 2.4% | 3.1%
Cc1cc(=O)[nH]c(-n2[nH]c(C)cc2=O)n1 | -4.2% | 9.0% | -3.0%
Cc1cc(=O)oc2cc(OC(C)C(=O)NCCc3ccc(S(N)(=O)=O)cc3)ccc12 (stereo not drawn) | -7.0% | -9.2% | -2.0%
Cc1ccc(-n2nc(CO)c(C(=O)NCCc3ccccc3)n2)cc1 | 8.8% | · | -0.6%
COc1cc(NC(=S)NCc2ccco2)cc(OC)c1OC | -2.5% | 2.9% | -3.7%
Cc1ccc(SCCNC(=O)CN(c2ccc3c(c2)OCO3)S(C)(=O)=O)cc1 | ? | -1.5% | -8.8%
CCOc1ccccc1CN1CCC(n2nccc2NC(=O)CCc2ccccc2)CC1 | ? | -4.6% | 34.7%
CN(Cc1nc(Cc2cccc(C(F)(F)F)c2)no1)C1CC(C)(C)NC(C)(C)C1 | -6.4% | -23.4% | -1.5%
CCc1cccc(C)c1NC(=O)c1cnn(-c2ccc(OC)cc2)c1C1CCN(C(=O)OC(C)(C)C)CC1 | 18.4µM* | · | 3.2%
O=C(NCC(c1ccccc1Cl)N1CCCC1)C1CCN(C(=O)Nc2ccccc2)CC1 (stereo not drawn) | -7.8% | · | -3.6%
O=C(NCCN1CCOCC1)C1CCN(c2ncnc3c2sc2cccc(F)c23)CC1 | 11.6µM* | 3.7% | -11.0%
C/C(=N\NC(=O)C(O)c1ccccc1)c1ccc(Cl)s1 (stereo not drawn) | -7.0% | 2.1% | 8.5%
COc1ccc(CCC(=O)NCc2nc3cccnc3n2Cc2ccc(OC)cc2)cc1 | -8.6% | · | 18.8%
O=C(NOC(=O)c1ccccc1F)c1ccc(OC(F)F)cc1 | -23.7% | -17.4% | -0.1%
O=C(CCN1C(=O)/C(=C\c2cccs2)SC1=S)Nc1ccc(C(=O)O)cc1 | -5.4% | -16.5% | ?
C[C@@H](NC(=O)Cn1cnc2c(OCc3ccccc3)ncnc21)c1cccc2ccccc12 | ? | · | -4.1%
CN1CCN(C(=O)C23CC4CC(CC(C4)C2)C3)CC1 | -14.4% | -9.2% | 0.9%
Cc1cc(C)nc(SSc2nc(C)cc(C)n2)n1 | ? | 1.6% | -29.1%
COc1cccc(OC)c1C(=O)OCC(=O)N(C)c1ccccc1 | ? | -6.4% | 5.6%
O=C(O)c1ccc2c(=O)n3c(nc2c1)/C(=C/c1ccc(OC(F)F)cc1OC(F)F)CC3 | ? | 1.9% | 2.3%
COc1ccc(C2=NN(C(=O)c3cccnc3)C(c3ccccc3)C2)cc1 (stereo not drawn) | -8.3% | 20.4% | -10.1%
O=C(Cc1c(F)cccc1Cl)Nc1cccnc1 | -12.5% | 1.1% | -1.1%
Cc1cnc(C(=O)OCc2ccc(C#N)cc2)cn1 | -3.7% | -2.5% | -6.4%

Molecules listed so far with two or more sulfur atoms:
SMILES | TDP1 cell CPT | N370S GC mod | FEN1 inhibitor
Cc1ccc(S(=O)(=O)C2CCN(c3nc(-c4cccs4)nc4ccccc34)CC2)cc1 | 11.2µM* | · | -2.1%
CCOC(=O)N1CCN(S(=O)(=O)c2ccc(C(=O)Nc3sc4c(c3C(N)=O)CC(C)(C)NC4(C)C)cc2)CC1 | -3.5% | -12.9% | -14.5%
COCCn1c(=NC(=O)CSCC(=O)N2CCOCC2)sc2cc(C)ccc21 | -6.0% | -1.6% | 7.1%
CCN(CC)S(=O)(=O)c1cccc2nsnc12 | -4.7% | 24.9% | 0.3%
NC(=O)c1sc2nc(-c3cccs3)ccc2c1N | ? | -28.7% | -16.6%
CCCSCCCNC(=O)c1cc2c(s1)CS(=O)(=O)C2 | -9.8% | 5.4% | -1.8%
NS(=O)(=O)c1cccc(NC(=O)CSc2nnc(-c3ccccc3)o2)c1 | -1.3% | · | -2.8%
Cc1ccc(SCCNC(=O)CN(c2ccc3c(c2)OCO3)S(C)(=O)=O)cc1 | ? | -1.5% | -8.8%
O=C(CCN1C(=O)/C(=C\c2cccs2)SC1=S)Nc1ccc(C(=O)O)cc1 | -5.4% | -16.5% | ?
Cc1cc(C)nc(SSc2nc(C)cc(C)n2)n1 | ? | 1.6% | -29.1%
